PPC-1+TRAIL kill: compounds killing PPC-1 cancer cells with TRAIL present, primary screen, TRAIL potentiator project, ATPLite luminescence, uHTS; PPC-1 cells + TRAIL, ATPLite viability luminescence; cell killing (% activity), % at 4 µM; hit rate 0.41% among 220,000; AID 1443, 2008;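 active = cell killing above 50% in the first pass at 4 µM, then a duplicate retest at 5 µM averaging 50% or more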;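 note: plate controls were cells with TRAIL plus DMSO for no effect and medium-only wells lacking cells for full effect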
EP2 mod: EP2 receptor modulators, cAMP readout, primary screen, cell-based, HTRF cAMP, PGE2 stimulation. Prostaglandin E2 receptor EP2 subtype (Homo sapiens), P43116. EP2-expressing cells, cAMP HTRF FRET, PGE2 co-stimulation. induction, % at 25 µM. hit rate 0.83% among 260,000. AID 940, 2007;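 active = compounds whose cAMP rise, as percent of the full-agonist control response, exceeds 60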;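 note: rat C6 glioma line stably carrying human EP2 under a CMV promoter; the protocol text gives 20 µM as final concentration; 100% = response of wells given 1 µM PGE2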
Target sequence (P43116 whole entry, looked up): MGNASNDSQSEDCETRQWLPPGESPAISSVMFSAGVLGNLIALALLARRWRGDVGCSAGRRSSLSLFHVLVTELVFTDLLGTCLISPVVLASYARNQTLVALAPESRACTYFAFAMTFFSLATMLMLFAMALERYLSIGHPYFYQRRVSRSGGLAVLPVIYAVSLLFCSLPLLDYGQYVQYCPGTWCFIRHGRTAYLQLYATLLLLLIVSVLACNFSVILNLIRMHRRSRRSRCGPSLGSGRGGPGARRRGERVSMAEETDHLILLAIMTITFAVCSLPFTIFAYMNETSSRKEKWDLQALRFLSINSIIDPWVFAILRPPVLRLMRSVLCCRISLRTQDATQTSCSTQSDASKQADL
CHOP inh: inhibitors of CHOP promoter induction, primary screen, cell-based, unfolded protein response, luciferase reporter. CHO-K1 CHOP-promoter luciferase, tunicamycin-induced, 15-18 h. inhibition, % at 10 µM. hit rate 3.8% among 220,000;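 active = compounds that reduced the stress-induced luciferase reporter signal by more than about 70% of percent inhibition, limit read from the data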;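 note: 0% = tunicamycin plus vehicle and 100% = wells without tunicamycin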
TRPML3 agonist: human TRPML3 channel agonists, primary screen, cell-based, HEK293 TRPML3-YFP, Fluo-8 calcium fluorescence, 3 µM | Mucolipin-3 (Homo sapiens), Q8TDD5 | 100% = the carbachol control signal | activation, % at 3 µM | hit rate 0.29% among 220,000;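 active = activation above its plate's cutoff, the mean activation of the plate's test wells plus 3 SD, cut at about 12% in these data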;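 note: 0% = DMSO only wells and 100% = carbachol wells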
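Material: TRPML3-YFP stable HEK293 cells | Dosing: One concentration, 3 µM nominal, 0.3% DMSO | Timing: 125 s total fluorescence read per well | Technique: Fluo-8 calcium dye fluorescence, ex 470-495, em 515-575 nm | Measure: Percent activation from peak-to-basal fluorescence ratio, scaled between DMSO and carbachol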
NPY Y1 blocker: NPY-Y1 receptor antagonists, primary screen, cell-based; Neuropeptide Y receptor type 1 (Homo sapiens), P25929; HEK293-CNG Y1 cells, membrane potential fluorescence; NPY at EC95, then isoproterenol; inhibition, % at 3.6 µM; hit rate 1% among 200,000; AID 1040, 2008;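 active = inhibition above the campaign mean inhibition of all tested compounds plus 3 SD, cut at about 20% in these data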;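 note: 0% = DMSO wells given NPY plus isoproterenol and 100% = isoproterenol alone without NPY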
Target sequence (P25929 whole entry, looked up): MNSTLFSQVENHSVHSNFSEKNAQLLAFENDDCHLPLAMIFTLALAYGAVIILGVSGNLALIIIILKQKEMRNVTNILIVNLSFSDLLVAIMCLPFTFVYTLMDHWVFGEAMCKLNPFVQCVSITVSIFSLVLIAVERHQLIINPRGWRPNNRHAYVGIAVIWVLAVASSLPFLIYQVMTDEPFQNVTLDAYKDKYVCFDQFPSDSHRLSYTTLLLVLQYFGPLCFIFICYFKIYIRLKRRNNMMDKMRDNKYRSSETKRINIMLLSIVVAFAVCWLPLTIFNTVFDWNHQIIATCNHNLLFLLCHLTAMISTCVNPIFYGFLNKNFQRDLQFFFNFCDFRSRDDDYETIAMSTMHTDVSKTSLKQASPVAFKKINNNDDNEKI
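Material: Y1- and CNG-channel-expressing HEK293 cells / Probe or stimulus: NPY 25 nM then isoproterenol 1 µM plus Ro 20-1724 25 µM / Doses: 3.6 µM single dose, DMSO 0.4% / Schedule: compound incubation 1 h at room temperature, readout 45 min post-stimulation / Signal: membrane potential fluorescence / Benchmarks: isoproterenol-only wells as full block versus NPY-plus-isoproterenol wells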
NPY1 pot ag: NPY-Y1 receptor potentiators or agonists, primary screen, cell-based; AID 1304, 2008; hit rate 0.37% among 220,000; Neuropeptide Y receptor type 1 (Homo sapiens), P25929; activation, % at 3.6 µM; NPY-Y1 expressing cells, potentiator/agonist activation; in the data active = activation above about 33%, passing the limit was not always enough;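 note: cells stimulated with NPY at EC10 then isoproterenol at EC100; 0% = low agonist plus stimulus and 100% = saturating agonist plus stimulus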
TRPN1 ag: zebrafish TRPN1 channel agonists, primary screen, cell-based, HEK293, calcium fluorescence; transient receptor potential cation channel N1 (TRPN1/NompC), Danio rerio; HEK293 zebrafish TRPN1-YFP, Fluo-8 calcium fluorescence; 100% = response to 87 µM carbachol; activation, % at 3 µM; hit rate 0.18% among 220,000;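 active = activation above its plate's cutoff, the mean activation of test wells on that plate plus 3 SD, cut at about 19% in these data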;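 note: 0% = DMSO alone and 100% = 87 µM carbachol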
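Material: zebrafish TRPN1-YFP in HEK293 cells; Doses: single test compound dose, 3 µM nominal, 0.3% DMSO; Timing: dye loading 1 h at 37 °C, then 30 min room temperature; Technique: intracellular calcium fluorescence with Fluo-8; Benchmarks: high carbachol 87 µM, low DMSO alone.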
14-3-3 Bad inh: inhibitors of 14-3-3 zeta/Bad binding, primary screen, biochemical, TR-FRET, bovine 14-3-3 zeta; hit rate 0.71% among 220,000; AID 781, 2007; TR-FRET 14-3-3zeta/Dy647-pBad peptide displacement, 1 h; 14-3-3 protein zeta/delta (Bos taurus), P63103; inhibition, % at 21.7 µM;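 active = inhibition above about 70%, limit read from the data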;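 note: 0% = full 14-3-3 plus peptide FRET controls and 100% = background without 14-3-3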
Target sequence (P63103 whole entry, looked up): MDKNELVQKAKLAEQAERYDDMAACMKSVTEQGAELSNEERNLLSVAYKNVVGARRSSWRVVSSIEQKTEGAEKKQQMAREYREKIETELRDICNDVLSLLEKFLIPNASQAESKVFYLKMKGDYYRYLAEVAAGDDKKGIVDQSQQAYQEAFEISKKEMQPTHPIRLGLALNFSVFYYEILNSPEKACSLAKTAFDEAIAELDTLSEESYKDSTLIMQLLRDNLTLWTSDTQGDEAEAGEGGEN
PGE2 EP2 inh: human EP2 receptor antagonists, primary screen, TR-FRET cAMP, C6 glioma cells. Prostaglandin E2 receptor EP2 subtype (Homo sapiens), P43116. C6 glioma cells expressing human EP2; cells stimulated with saturating PGE2. inhibition, % at 25 µM. hit rate 0.52% among 260,000;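 active = percent inhibition above 40 after rounding to a whole number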;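 note: rat C6 glioma host cells with rolipram phosphodiesterase inhibitor present; the protocol text gives 20 µM as final concentration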
Active calls of the source: *; / = no result given; & = joins results of further samples; [ ] = remark or other dose. The list is partial; the hit share may differ from the screen's.

SMILES | PPC-1+TRAIL kill | EP2 mod | CHOP inh | TRPML3 agonist | NPY Y1 blocker | NPY1 pot ag | TRPN1 ag | 14-3-3 Bad inh | PGE2 EP2 inh
CCCn1c(=O)c2ccccc2n2c(SCCOc3ccccc3F)nnc12 | 0 | 34 | 34 | -0.9 | 26* | -30 | -0.2 | 7 | 11
CC(C)c1cccc(C(C)C)c1NC(=O)COC(=O)C1=COCCO1 | 7 | 35 | 3 | 0.4 | 5 | -5 | -2.4 | -11 | 6
COc1ccccc1Nc1nc(NCCO)c2ccccc2n1 | 11 | -36&-67 | -1 | 0.8 | 8 | -11 | 2.0 | 18[fluorescence artefact?] | 12&4
O=C(CCc1nnc(-c2ccc(-c3ccccc3)cc2)o1)N1CCCCC1 | 16 | -25 | 34 | 2.1 | 10 | -12 | 5.1 | -3 | 3
CCOc1ccc(-c2nnn(CC(=O)N3CCN(c4ccc(OC)cc4)CC3)n2)cc1OCC | -5 | -41 | 25 | 1.3 | 1 | 2 | 0.6 | 3 | 9
CCC(=O)N1C(C(=O)NCc2ccc(OC)cc2)CSC1c1ccc(OC)cc1 (configuration not stated) | -8 | 22 | 4 | -0.2 | -2 | 2 | -1.0 | 0 | 19
CCOC(=O)c1ccc(NS(=O)(=O)c2cc(-c3nnnn3C(C)C)ccc2OC)cc1 | 1 | 1 | 13 | 0.4 | -4 | 9 | -0.1 | 8 | 12
O=C(Nc1nc(N2C(=O)c3ccccc3C2=O)n(-c2ccccc2)n1)c1ccccc1 | 10 | 45 | 0 | 0.2 | -4 | -16 | 0.3 | 13 | 6
CC1(C)Cc2c(c(N3CCOCC3)nc3sc4c(N5CCOCC5)nnnc4c23)CS1 | -2 | 5 | 15 | 1.1 | 4 | -5 | 0.7 | 0 | /
CS/C(=C\[N+](=O)[O-])Nc1ccc(C)cc1 | 30 | 17 | 36 | -0.6 | 11 | -3 | -1.4 | -5 | 10
CCOC(=O)C1=C(C)NC(=O)NC1c1ccc(Br)s1 (configuration not stated) | -8 | 6 | 30 | 0.4 | 4 | -9 | -0.6 | -2[fluorescence artefact?] | 10
S=c1[nH]nc(Cc2ccccc2)n1-c1cccc2ccccc12 | 9 | 33 | -12 | 0.2 | -1 | 28 | -1.4 | -4 | 2
Cc1cc(C)nc(Nc2nc3ccccc3[nH]2)n1 | 1 | -15 | -14 | 0.0 | 0 | -7 | -1.3 | 2[fluorescence artefact?] | 11
C=CCn1c(COc2cccc3cccnc23)nnc1SCC(=O)O | 13 | -2 | -5 | 0.2 | -6 | -16 | -0.8 | 1[fluorescence artefact?] | 7
O=C(CN1C(=O)C(c2ccc(F)cc2)=NC12CCCC2)Nc1ccc(F)cc1 | 12 | -72 | 40 | 2.0 | 3 | -13 | 7.2 | -3 | 0
COc1ccc(C(=O)/C=C/c2ccccc2OC)c(OC(=O)c2ccc([N+](=O)[O-])cc2)c1 | / | / | / | -0.1 | 1 | -2 | -0.1 | / | 25
Cc1c(C#N)c(=O)c(-[n+]2ccccc2)c([S-])n1-c1ccc(Cl)cc1 | 15 | 10 | -21 | 0.4 | / | -3 | 1.6 | -1 | 8
c1ccc(-n2ncc3c(N4CCCC4)ncnc32)cc1 | / | -3 | -22 | 1.1 | -1 | 5 | 4.8 | -8 | 8
N#C/C(=C\c1cc2ccccc2nc1N1CCOCC1)C(=O)Nc1ccc(N2CCOCC2)cc1 | -7 | -2 | 40 | 0.2 | -3 | 9 | 3.0 | 2 | 2
Cc1ccc(NS(=O)(=O)c2ccc(OCC(=O)NCc3ccncc3)cc2)cc1 | 3 | -9 | -12 | 0.3 | 4 | 5 | 0.5 | 12 | 10
COc1ccc(N2C(=O)CC(n3c(CCCCO)nc4ccccc43)C2=O)cc1 (configuration not stated) | 36 | 20 | 1 | 0.3 | 10 | 0 | 2.5 | 8 | 12
CC(C)CC(NC(=O)c1ccccc1NC(=O)c1ccccc1)C(=O)O (configuration not stated) | 3 | -19 | 2 | -0.5 | 2 | 16 | 1.0 | -8 | 5
CCC1(C(=O)O)NC(c2cc(OC)ccc2O)C2C(=O)N(Cc3ccccc3)C(=O)C21 (configuration not stated) | 9 | -2 | -63 | 0.4 | -4 | 14 | 0.7 | -2 | 12
O=C(O)Cc1c(C(=O)O)nnn1-c1ccc(Cl)cc1Cl | 24 | 40 | 15 | 0.6 | 2 | -13 | -0.5 | 2 | 1
COc1ccc([N+](=O)[O-])cc1NC(=O)C(C)OC(=O)c1ccccc1C(=O)c1ccc(Cl)cc1 (configuration not stated) | 9 | -2 | -13 | 0.3 | 11 | -21 | -0.1 | 9[fluorescence artefact?] | 0
O=C(O)c1ccccc1SCc1nc2ccccn2c1Br | 42 | 7 | 11 | -0.3 | 0 | 0 | 0.4 | -6 | 5
COC(=O)C1CCN(c2cc(=O)n(-c3ccccc3Cl)c(=O)[nH]2)CC1 | 10 | 18 | 48 | 0.4 | 0 | -6 | 2.7 | -4[fluorescence artefact?] | 7
Cc1ccc(NC(=O)C(CC(C)C)NC(=O)C2CCC(C)CC2)nc1 (configuration not stated) | 10 | 25 | 46 | 0.1 | -2 | 7 | -0.2 | 5 | 3
COc1cc(CC(=O)Nc2ccccc2N2CCOCC2)cc(OC)c1OC | 7 | 12 | 4 | 0.2 | 2 | -4 | -1.4 | -9 | 2
CC(NC(=O)Cc1cccs1)c1ccccc1 (configuration not stated) | -6 | 18 | -14 | 0.8 | -1 | 0 | 1.0 | -2 | 8
Cc1cc(C)n(CCCNC(=O)c2ccc3c(c2)NC(=O)CS3)n1 | -4 | 14 | -2 | 0.4 | 3 | 11 | -0.5 | -9 | 12
CCOC(=O)N1CCC(NC(=O)CCc2c(C)nc3ncnn3c2C)CC1 | -7 | 27 | 15 | -0.2 | 1 | -4 | 0.9 | 10 | 3
CN(C(=O)CSc1nc2ccccc2s1)c1c(N)n(Cc2ccccc2)c(=O)[nH]c1=O | -13 | 11 | -13 | 1.0 | 5 | 7 | 0.0 | -6 | 3
O=C(NC(=S)Nc1ccc2c(c1)OCCO2)c1ccccc1 | 11 | -44 | -26 | 1.9 | -1 | -11 | 2.6 | -10[fluorescence artefact?] | 7
Cc1cccc(C)c1NC(=O)CCCSc1nnc(-c2ccco2)o1 | / | -12 | 21 | -1.5 | 6 | -8 | 0.1 | -5 | 5
Cc1ccc(CNC(=O)CN(c2cccc([N+](=O)[O-])c2)S(C)(=O)=O)cc1 | 8 | 12 | 26 | 1.1 | 0 | 15 | -1.3 | 5 | 3
CC1(c2ccccc2)NC(=O)N(CC#N)C1=O (configuration not stated) | 18 | -3 | 7 | 0.5 | 3 | -3 | 1.0 | -2 | 0
O=C(Cc1cccs1)N1CCN(c2nc(-c3ccc(Cl)cc3)cs2)CC1 | -16 | -8 | 53 | -0.5 | 4 | 3 | -0.9 | 0 | 1
COc1ccc(-c2nnc(-c3ccc(OCC(C)C)cc3)o2)cc1 | 7 | -1 | 2 | 1.0 | 3 | -2 | 0.3 | 2[fluorescence artefact?] | -1
CC(=O)Nc1sc(C)c(C)c1C(=O)Nc1ccc(C)cc1 | 10 | 10 | -4 | -0.9 | -6 | -5 | 0.2 | 7[fluorescence artefact?] | 1
CCOc1cc(CNc2ccccc2SC)ccc1O | 26 | 28 | -25 | -0.7 | 4 | 16 | -0.2 | 18[fluorescence artefact?] | 1
CN(C)S(=O)(=O)c1cc(S(=O)(=O)N(C)C)c(Cl)cc1N | 15 | -11 | -6 | 0.6 | 2 | 0 | 0.6 | 19[fluorescence artefact?] | 0
Cc1ccc(C)c(N2CCN(CC(=O)Nc3ccc4[nH]c(=O)[nH]c4c3)CC2)c1 | 15 | 26 | 11 | 0.0 | 1 | 2 | -0.6 | -5 | 9
Cc1cc(C)cc(NC(=O)C2CCN(c3nccs3)CC2)c1 | -11 | -82 | -19 | -1.3 | -2 | -8 | -2.2 | 6 | 21
O=C(C1CCN(c2nnnn2-c2ccccc2)CC1)N1CCN(c2ccccc2)CC1 | 21 | 11 | 28 | 1.1 | -2 | 0 | -0.3 | 4 | 4

Structures shown so far that have bromine:
SMILES | PPC-1+TRAIL kill | EP2 mod | CHOP inh | TRPML3 agonist | NPY Y1 blocker | NPY1 pot ag | TRPN1 ag | 14-3-3 Bad inh | PGE2 EP2 inh
CCOC(=O)C1=C(C)NC(=O)NC1c1ccc(Br)s1 (configuration not stated) | -8 | 6 | 30 | 0.4 | 4 | -9 | -0.6 | -2[fluorescence artefact?] | 10
O=C(O)c1ccccc1SCc1nc2ccccn2c1Br | 42 | 7 | 11 | -0.3 | 0 | 0 | 0.4 | -6 | 5

The list goes on:
SMILES | PPC-1+TRAIL kill | EP2 mod | CHOP inh | TRPML3 agonist | NPY Y1 blocker | NPY1 pot ag | TRPN1 ag | 14-3-3 Bad inh | PGE2 EP2 inh
COc1cc(CCC(=O)OCC(=O)Nc2c(C)cccc2C(C)C)cc(OC)c1OC | 10 | 8 | 10 | -0.9 | 2 | 12 | 0.7 | -2[fluorescence artefact?] | 12
NC(=O)c1sc2nc(N3CCCCC3)c3c(c2c1N)CCCC3 | 1 | 76* | 92* | 0.3 | -1 | -1 | 1.1 | 15[fluorescence artefact?] | 8
O=C(N/N=C\c1ccc(Br)o1)C1COc2ccccc2O1 (configuration not stated) | 14 | -32 | 19 | -0.4 | -1 | 13 | 0.7 | 6 | 9
CCCCC(=O)Nc1ccc(NC(=O)c2cccnc2)cn1 | 38 | -13 | 4 | -0.7 | -7 | 3 | 1.3 | -3 | 9
CCC(=O)Nc1cccc(C(=O)OC)c1 | -10 | 1 | -5 | 1.0 | / | 10 | 0.0 | 2 | 6
Nc1nc(Nc2ccccc2F)nc(NCc2ccccc2)c1[N+](=O)[O-] | -10 | 76* | 23 | -1.5 | / | 5 | 0.5 | 4 | 6
CC(CNS(=O)(=O)c1ccccc1)Sc1nncn1C (configuration not stated) | 17 | 0 | 21 | 2.0 | / | 19 | 1.6 | -8 | 8
Brc1cccc(C2CC(c3ccccc3)n3nnnc3N2)c1 (configuration not stated) | 7 | 19 | 32 | 0.2 | 1 | 6 | 1.1 | 1[fluorescence artefact?] | 11
